TEAD-YAP block – TEAD-YAP interaction inhibition; AID 1259422; 1.4% of 640,000 active; inhibition, % at 9.12 µM; HEK-TIYL cells, TEAD-Gal4/YAP UAS-luciferase luminescence; in the data active = inhibition above about 32%;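 also: 0% = median of test compound wells and 100% = reference inhibitor wells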
GPR151 ag – human GPR151 activation | Q8TDV0 | PathHunter beta-arrestin GPR151 cells, luminescence | activation, % at 11.2 µM | 1% of 650,000 active | AID 1508602; in the data active = activation above about 4.9%;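 also: 0% = median of compound wells and 100% = cells with positive control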
Target sequence (Q8TDV0 whole entry, looked up): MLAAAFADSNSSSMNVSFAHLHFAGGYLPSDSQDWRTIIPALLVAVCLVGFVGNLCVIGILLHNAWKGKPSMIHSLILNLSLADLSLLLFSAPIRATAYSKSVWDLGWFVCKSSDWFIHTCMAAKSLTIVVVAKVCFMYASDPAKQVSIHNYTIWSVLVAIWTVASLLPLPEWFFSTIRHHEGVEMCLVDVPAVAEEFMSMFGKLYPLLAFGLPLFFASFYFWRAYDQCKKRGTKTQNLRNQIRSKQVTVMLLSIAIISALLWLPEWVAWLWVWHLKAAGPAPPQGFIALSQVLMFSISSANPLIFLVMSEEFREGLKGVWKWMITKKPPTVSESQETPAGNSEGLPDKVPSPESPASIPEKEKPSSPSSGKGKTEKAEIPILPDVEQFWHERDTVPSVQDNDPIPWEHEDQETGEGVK
MITF inh – inhibitors of human MITF; O75030; AlphaScreen MITF homodimerization, bead proximity signal; inhibition, % at 2.6 µM; 0.91% of 650,000 active; AID 1259374; in the data active = inhibition above about 50%;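 also: 0% = vehicle wells with protein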
Target sequence (O75030 whole entry, looked up): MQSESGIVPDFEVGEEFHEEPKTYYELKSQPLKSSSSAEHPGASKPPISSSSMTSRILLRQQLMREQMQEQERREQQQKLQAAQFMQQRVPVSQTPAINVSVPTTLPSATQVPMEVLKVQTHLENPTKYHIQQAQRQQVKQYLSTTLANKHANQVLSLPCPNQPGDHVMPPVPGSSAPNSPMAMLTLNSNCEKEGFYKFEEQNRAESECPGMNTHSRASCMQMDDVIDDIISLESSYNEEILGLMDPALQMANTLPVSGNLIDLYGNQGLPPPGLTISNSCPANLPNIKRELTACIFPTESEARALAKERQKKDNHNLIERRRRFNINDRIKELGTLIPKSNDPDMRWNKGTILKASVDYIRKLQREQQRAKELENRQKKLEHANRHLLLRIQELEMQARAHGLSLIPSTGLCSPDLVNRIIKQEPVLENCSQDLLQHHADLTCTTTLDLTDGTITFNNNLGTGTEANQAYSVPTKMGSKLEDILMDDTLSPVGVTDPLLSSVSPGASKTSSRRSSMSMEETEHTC
FBW7 act – human FBW7 E3 ligase activation, primary screen; Q969H0; AlphaScreen FBW7–phospho-cyclin E peptide binding, activator screen; normalized activity (activation), % at 26.1 µM; 0.13% of 650,000 active; in the data active = normalized activity above about 1.9%;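 also: purified mutant Fbw7 with reduced substrate affinity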
Numbers without * were called inactive.

The opening five records, to show the layout:
Values run as follows: TEAD-YAP block	GPR151 ag	MITF inh	FBW7 act
> CC(=O)c1ccc(-c2nnc(CCC(=O)N(Cc3ccncc3)CC3CCCO3)o2)s1 (centres undefined)
→ -4	-1.2	0	0.2
> Oc1ccc(C=Nc2cccc(Br)c2)c(O)c1
→ -14	-1.2	-10	0.0
> CCCCNCCOCCOc1cccc(Br)c1
→ 0	-1.5	47	0.7
> COc1ccc(F)c(CN2CCc3nnc(C4CCCO4)n3CC2)c1 (centres undefined)
→ -6	0.0	1	-0.1
> CCSCCOC(=O)C1=C(C)NC(=O)NC1c1ccc(C(F)(F)F)cc1 (centres undefined)
→ -9	0.1	-6	0.2

The list itself, from the first entry:
Values run as follows: TEAD-YAP block	GPR151 ag	MITF inh	FBW7 act
> CC(=O)c1ccc(-c2nnc(CCC(=O)N(Cc3ccncc3)CC3CCCO3)o2)s1 (centres undefined)
→ -4	-1.2	0	0.2
> Oc1ccc(C=Nc2cccc(Br)c2)c(O)c1
→ -14	-1.2	-10	0.0
> CCCCNCCOCCOc1cccc(Br)c1
→ 0	-1.5	47	0.7
> COc1ccc(F)c(CN2CCc3nnc(C4CCCO4)n3CC2)c1 (centres undefined)
→ -6	0.0	1	-0.1
> CCSCCOC(=O)C1=C(C)NC(=O)NC1c1ccc(C(F)(F)F)cc1 (centres undefined)
→ -9	0.1	-6	0.2
> C#CCN1C(=O)C(O)(CC(=O)c2cccc3ccccc23)c2ccccc21 (centres undefined)
→ 5	-1.3	14	0.2
> COc1ccc(Cl)cc1C(=O)Nc1c2c(nn1-c1ccccc1C)CSC2
→ 14	-0.4	-9	0.4
> Cc1cc(NC(=O)c2sc(Nc3ccccc3)c(C#N)c2N)no1
→ -9	1.5	0	-0.3
> Cc1sc2ncn(CC(=O)NC3CCCCC3)c(=O)c2c1S(=O)(=O)N1CCOCC1
→ -9	1.5	-5	0.0
> COc1ccc(OC)c(-n2c(SC)nc3c(sc(=S)n3-c3ccccc3)c2=O)c1
→ -7	0.4	-10	0.1

Only TEAD-YAP block and FBW7 act, for some of the entries so far:
molecule	TEAD-YAP block	FBW7 act
CCCCNCCOCCOc1cccc(Br)c1	0	0.7
COc1ccc(F)c(CN2CCc3nnc(C4CCCO4)n3CC2)c1 (centres undefined)	-6	-0.1

(list continues)
Values run as follows: TEAD-YAP block	GPR151 ag	MITF inh	FBW7 act
> Cc1cccc(C(=O)Nc2ccc(C(=O)NCc3ccccc3)cc2)c1
→ 11	-0.6	-6	0.0
> CCCCC(=O)NNC(=O)N1c2ccccc2Sc2ccccc21
→ -6	0.7	8	-0.1
> CCCCOc1ccccc1-c1cc2c(SCC(=O)Nc3c(C)cccc3C)nccn2n1
→ 6	0.6	-6	0.1
> COc1ccc(NC(=O)COc2ccc(C)cc2Br)c(OC)c1
→ -8	0.6	21	0.0
> C(=C\c1ccccc1)/CNc1ccc2c(c1)OCCO2
→ -56	-0.7	9	-0.2
> Cc1ccc2nc(CSc3nc4ccccc4s3)cc(=O)n2c1
→ -17	-1.6	-2	0.1
> COc1cc(C(=O)NCC(=O)N/N=C/c2cccc(C)c2O)cc(OC)c1OC
→ 10	-0.1	1	-0.1
> CCCCC(=O)Nc1ccc(C(=O)OCCC)cc1
→ -29	0.7	1	-0.1
> O=c1c2ccccc2[nH]c(=S)n1Cc1cccnc1
→ -16	-0.4	-4	0.0
> N#C/C(=C/c1ccc(-c2ccc([N+](=O)[O-])cc2)o1)C(=O)N1CCCCC1
→ -17	2.4	10	-0.2
> CCOc1ccc(/C=C2\N=C(c3ccc(Cl)cc3)OC2=O)cc1
→ -10	-0.5	1	-0.2
> O=C(COC(=O)CCSc1ccccc1)NCc1ccccc1
→ -7	-0.5	-5	-0.2
> COc1cccc(C(=O)N2CCN(C3CCN(Cc4ccccc4)CC3)CC2)c1
→ -7	-0.2	54*	-0.2
> Cc1onc(-c2ccccc2)c1C(=O)Nc1ccccc1F
→ -15	0.0	-2	-0.2
> CCOC(=O)c1c(NC(=O)c2ccc(C)cc2)sc2c1CCCC2
→ -6	0.1	0	-0.1
> COc1cccc(NC(=O)CCN2CCN(C)CC2)c1
→ 1	0.2	2	0.1
> C=CCOc1cccc(C(=O)Nc2cc(C)ccc2OC)c1
→ -7	-1.3	16	0.7
> CCC(=O)N1CCN(Cc2nc3sc4c(c3c(=O)[nH]2)CCCC4)CC1
→ -4	1.6	2	-0.3
> FC(F)(F)c1cc(-c2ccco2)nc(-n2ccnc2)n1
→ -6	1.3	5	0.0
> CCC(=O)Nc1ccccc1C(=O)NC(C)(C)C
→ -1	-1.0	7	0.3
> O=C(CN(Cc1ccccc1)S(=O)(=O)c1ccc(F)cc1)NCc1ccc(F)cc1
→ 1	0.1	-1	0.3
> CC(=O)C1=C(C)NC(SCC(=O)c2ccc(F)cc2)=C(C#N)C1CC(C)C (centres undefined)
→ 12	1.1	-1	0.0
> CCOC(=O)C1(CCCc2ccccc2)CCN(C(=O)CSc2ccncc2)CC1
→ 9	2.3	7	-0.1
> CC12c3ccccc3C(c3ccccc31)C1C(=O)N(c3cccc([N+](=O)[O-])c3)C(=O)C12 (centres undefined)
→ -8	0.3	1	0.0
> CCS(=O)(=O)c1ccc2oc(Nc3cc(Cl)ccc3OC)nc2c1
→ -11	1.7	-2	0.0
> O=S(=O)(NC1CCCC1)c1cccc2nonc12
→ 5	0.9	12	0.8
> COc1cc2nc(=S)n3[nH]c(-c4cccnc4)nc3c2cc1OC
→ 3	0.1	-2	0.0
> Cc1ccc(C(=O)OCc2c(C)noc2C)cc1C
→ -9	-0.9	15	0.7
> COc1cc(Br)cc2c1OC1(C)CC2NC(=O)N1c1cccc(C(=O)O)c1 (centres undefined)
→ -15	-1.0	-14	-0.2
> Cn1c(COc2ccccc2)nnc1SCC(=O)Nc1sc2c(c1C(N)=O)CCC2
→ 3	0.0	11	-0.1
> CCCNC(=O)C(=O)NCC1OCCCN1S(=O)(=O)c1c(C)cc(C)cc1C (centres undefined)
→ 12	-0.9	10	0.5
> CNc1ccccc1C(=O)OCc1ccc(Cl)cc1
→ -20	-1.3	-1	0.5
> CCOc1ccccc1C(=O)Nc1ccc(Cl)cc1Cl
→ 4	-1.1	18	0.3
> COc1cccc(NS(=O)(=O)c2ccc(Oc3ccccc3OC)cc2)c1
→ 6	-0.8	-2	-0.4
> COc1cc(Nc2nc(-c3cccc(C(C)=O)c3)nc3c2ncn3C2CCCCC2)cc(OC)c1OC
→ -5	-1.3	-5	-0.2
> N#CC1=C(N)SC(N)=C(C#N)C1c1ccnc2ccccc12
→ -3	-0.4	3	-0.1
> CCc1cccc(CC)c1NC(=O)Cn1nnc(-c2ccc(NC(C)=O)c(Cl)c2)n1
→ -1	2.5	-4	-0.1
> COc1cc(OC)c(OC)cc1/C=C1/N=C(c2ccc(C)c([N+](=O)[O-])c2)OC1=O
→ 9	0.4	1	0.0
> N#Cc1c(Nc2ccccc2)sc(C(=O)C23CC4CC(CC(C4)C2)C3)c1N
→ 1	1.2	-4	-0.1
> COc1ccc2cc(C#N)c(SCC(=O)OC(C)C)nc2c1
→ 7	-0.5	11	-0.2
> CCc1cc2c(=O)c(-c3ccc4c(c3)OCCO4)c(C)oc2cc1OS(C)(=O)=O
→ 4	-1.4	10	0.0
> COc1ccc(C2CC(=O)C3=C(C2)NC(C)=C(C(=O)OCCc2ccccc2)C3c2ccc(OCc3ccccc3)c(OC)c2)cc1 (centres undefined)
→ -14	0.9	1	-0.2
> Fc1cccc(-c2ccc(OCCN3CCCCC3)nc2)c1
→ -13	0.1	-7	-0.4
> C/C(=N\Nc1ccc(Cl)cc1)c1ccc(-n2ccnc2)cc1
→ -7	1.4	-12	-0.1
> O=C1C(=O)N(c2cccnc2)C(c2ccc(O)cc2)/C1=C(\O)c1ccc(Cl)cc1 (centres undefined)
→ 1	-0.4	9	-0.2
> COc1cc2c(cc1OC)C(c1ccc(OC(C)C)cc1)CC(=O)N2 (centres undefined)
→ -2	0.4	-7	-0.1
> CCC(CC)C(=O)Nc1nnc(S(=O)(=O)N2CCCc3ccccc32)s1
→ 4	-0.6	-11	0.0
> Cn1c(=O)n(Cc2ccco2)c(=N)c2c3c(sc21)CCCC3
→ 5	-1.3	-5	-0.1
> COc1ccc(C2C(C#N)=C(S)NC3=C2C(=O)CC(C)(C)C3)cc1OC (centres undefined)
→ 4	0.1	8	-0.2
> O=C(Nc1nc(-c2ccc(F)cc2)cs1)c1ccc([N+](=O)[O-])s1
→ -6	-1.1	10	1.1

Next records:
Values run as follows: TEAD-YAP block	GPR151 ag	MITF inh	FBW7 act
> COC(=O)c1ccc(NC(=O)CC2C(=O)N(c3ccccc3)C(=S)N2CCc2ccccc2)cc1 (centres undefined)
→ -6	0.0	-15	-0.1
> CCn1c(C(NC(=O)c2ccc(C)cc2)C(C)C)n[nH]c1=S (centres undefined)
→ -9	0.4	1	-0.1
> Cc1ccc(C)c(NC(=O)Cc2ccccc2)c1
→ -9	1.0	2	0.0
> COc1cc(-c2nc3cnccn3c2NC2CCCC2)cc(OC)c1OC
→ 32*	0.7	-1	0.0
> CCc1ccc(N/C(SCc2cccc([N+](=O)[O-])c2)=C(/C#N)C(=O)NCc2ccco2)cc1
→ 0	0.7	-6	-0.2
> Cc1c2c(=O)oc(-c3ccccc3)cc2nn1C
→ -24	-7.8	4	0.2
> CCc1ccc2oc(-c3cc(NC(=O)c4cccc(C)c4)ccc3O)nc2c1
→ -9	0.6	-2	-0.1
> O=C(CSCCO)Nc1nc(-c2ccccc2)c(-c2ccccc2)s1
→ -2	-0.9	17	0.4
> O=C(Nc1ccccc1OC(F)F)c1ccc(Br)o1
→ -6	0.5	-9	0.0
> O=C(c1nn2c(C(F)(F)F)cc(-c3ccccc3)nc2c1Br)N1CCc2ccccc2C1
→ 13	2.1	8	0.0
> COc1cc(C=O)cc(I)c1OCC(=O)O
→ 2	-0.3	10	0.0
> CN(Cc1ccccc1)C(=C(Cl)Cl)C(=C1NCCN1)[N+](=O)[O-]
→ 4	1.0	-1	0.1
> O=S(=O)(c1ccc2ccccc2c1)N1CCN(S(=O)(=O)N2CCOCC2)CC1
→ 1	1.5	7	-0.2
> Cc1c(CNC2CCCC(C)C2C)c(C(=O)O)c(C)n1Cc1ccccc1F (centres undefined)
→ -4	-0.4	18	0.0
> CC(=O)NC(Cc1ccccc1)C(=O)N1CCCC1C(=O)O (centres undefined)
→ 3	0.2	-6	0.2
> CC[n+]1c(C)cc(C)n1-c1ccccc1
→ 12	2.8	4	-0.1
> CC(=O)Nc1ccc(NC(=O)CSc2nnc3ccc(-c4ccncc4)nn23)cc1
→ 3	1.6	3	0.0
> CC(c1ccccc1)c1ccc(O)c(O)c1 (centres undefined)
→ -5	-2.2	-6	-0.5
> O=C(CCCl)Nc1cc(-c2nc3ccccc3o2)ccc1Cl
→ -28	-1.4	11	0.7
> Cc1ccc(C(O)c2nnc(-c3ccccc3)o2)cc1 (centres undefined)
→ -23	-0.8	-12	0.1
> CCOC(=O)c1c(NC(=O)c2ccc([N+](=O)[O-])cc2)sc(C(=O)Nc2cccc(Cl)c2)c1C
→ -3	0.3	-3	0.0
> CN(C)c1ccc(S(=O)(=O)N2CCC(Cc3ccccc3)CC2)cn1
→ -3	0.6	8	0.0
> CCC(C)(C)c1ccc(OCCCC(=O)Nc2ccc(Cl)c(N3C(=O)c4ccc(C(=O)O)cc4C3=O)c2)c(C(C)(C)CC)c1
→ -2	-0.1	7	0.0
> O=C(CCc1nc2ccccc2c(=O)[nH]1)NCC1CCCCC1
→ -2	-0.3	16	0.9
> COc1cc([N+](=O)[O-])ccc1NC(=O)NCc1ccc2c(c1)OCO2
→ 19	-0.3	17	0.6
> S=c1[nH]c2cc(Cl)ccc2n1C1CCCCC1
→ 2	-1.1	-8	3.1*
> CC1=C(C(=O)OC2CCCCC2)C(c2ccc(O)c([N+](=O)[O-])c2)NC(=O)N1 (centres undefined)
→ 1	-0.6	2	-0.1
> COc1ccc(CCNc2ccnc(NC3CCN(Cc4ccccc4)CC3)n2)cc1
→ 17	-1.7	11	0.1
> Oc1ccc2ccccc2c1CNc1nc(-c2ccccc2)cs1
→ -21	0.8	-1	-0.2
> O=C(NC1CCCCC1)c1cccc(-n2c(=S)[nH]c3cc(Cl)ccc3c2=O)c1
→ 10	-1.3	5	0.0
> COc1ccc2nc(NC(=O)COc3ccc(Cl)cc3)sc2c1
→ -16	1.3	0	-1.2
> COCCCn1c(=O)[nH]c2ncc(-c3cccc(C(=O)N(C)C)c3)nc21
→ -2	0.4	3	0.6
> O=C(c1cc2c(s1)CCC2)N1CCC(c2ccncc2)CC1
→ 33*	-0.9	17	-0.1
> CCCCCCC(=O)N=CC1=C(O)c2ccccc2C1=O
→ 7	-0.9	8	1.0
> CC(C)c1ccc(NC(=S)NNC(=O)C(N)=O)cc1
→ -15	1.5	12	-0.7
> Cc1c(NS(=O)(=O)c2cccc3c(S(=O)(=O)Nc4c(C)n(C)n(-c5ccccc5)c4=O)cccc23)c(=O)n(-c2ccccc2)n1C
→ -1	0.3	10	0.1
> COc1cccc(-n2cc(-c3cc4ccccc4oc3=O)[nH]c2=S)c1
→ 95*	-8.1	1	0.0
> CC(=O)Nn1c(=O)[nH]c2ccccc2c1=O
→ 4	1.4	5	0.0
> COc1ccc(-c2noc(-c3ccccc3C(=O)Nc3ccc([N+](=O)[O-])cc3)n2)cc1OC
→ -2	0.6	15	0.3
> CC(Sc1nnc(CC(C)c2ccccc2)n1N)C(N)=O (centres undefined)
→ 4	0.3	-9	-0.2
> Cc1ccccc1C(=O)On1c(-c2ccccc2F)nc2ccccc2c1=O
→ 11	1.1	11	0.1
> NS(=O)(=O)c1ccc(CCNc2ccc([N+](=O)[O-])cc2)cc1
→ 6	-0.6	2	0.0
> CC(Cl)C(=O)Nc1ccccc1F (centres undefined)
→ 2	-1.4	12	0.3
> CCSC1=C(C#N)C(c2ccc(C(C)C)cc2)CC(=O)N1 (centres undefined)
→ -2	-0.6	11	0.0
> Cc1cc(C)c(S(N)(=O)=O)c(C)c1-n1cnnn1
→ -9	-2.0	14	0.8
